Source: PubChem
Sm TGR block: qHTS Assay for the Inhibitors of Schistosoma Mansoni Peroxiredoxins | Schistosoma mansoni thioredoxin glutathione reductase (TGR), Q962Y6 | purified TGR, DTNB reduction, TNB absorbance 405 nm | Potency, µM (series often up to 114 µM), inactives show top-dose activity change, negative = inhibition, usual class: inhibitors | 3% of 360,000 active | AID 485364, 2010; also: nearly all actives have a fitted effect of over 60% in size
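First, TGR (20 nM dispensed) and NADPH were mixed with compound. Second, a 15 min room-temperature incubation followed. Third, further NADPH and then DTNB were added to start the reaction. Finally, TNB absorbance was monitored kinetically.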
LmPK inh: qHTS Assay for Inhibitors of Leishmania Mexicana Pyruvate Kinase (LmPK); purified LmPK, Kinase-Glo ATP luminescence, 1 h; Potency, µM (top dose mostly 57.5 µM), for the others: at the highest dose activity change, negative = inhibition, most hits filed as inhibitors; 0.37% of 290,000 active
Target sequence (Q27686 whole entry, looked up): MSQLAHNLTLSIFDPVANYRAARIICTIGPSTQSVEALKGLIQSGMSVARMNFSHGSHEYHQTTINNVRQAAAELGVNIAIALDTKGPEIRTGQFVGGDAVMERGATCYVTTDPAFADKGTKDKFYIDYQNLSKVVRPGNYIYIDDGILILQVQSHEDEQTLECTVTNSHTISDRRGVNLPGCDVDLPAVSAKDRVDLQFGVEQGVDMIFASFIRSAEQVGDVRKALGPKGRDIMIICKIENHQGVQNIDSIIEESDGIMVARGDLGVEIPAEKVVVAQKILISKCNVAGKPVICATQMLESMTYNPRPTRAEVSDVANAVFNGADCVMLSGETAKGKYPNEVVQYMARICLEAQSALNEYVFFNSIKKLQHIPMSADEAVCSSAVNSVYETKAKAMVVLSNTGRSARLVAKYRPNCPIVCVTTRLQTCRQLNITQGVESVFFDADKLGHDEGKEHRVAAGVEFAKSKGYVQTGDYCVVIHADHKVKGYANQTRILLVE
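0.1 nM LmPK, 0.5 mM PEP, 0.1 mM ADP; 50 mM imidazole pH 7.2, 7 mM MgCl2, 50 mM KCl; 1 h RT. Kinase-Glo luminescence readout, normalized to no-enzyme (full inhibition) and uninhibited wells.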
Pf growth 48h: Primary qHTS for delayed death inhibitors of the malarial parasite plastid, 48 hour incubation. P. falciparum luciferase growth in erythrocytes, 48 h. Potency, µM (top dose mostly 28.7 µM), inactives show at the highest dose activity change, negative = inhibition, usual class: inhibitors. 5.9% of 310,000 active. AID 504832, 2011
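Luciferase-expressing P. falciparum in infected erythrocytes (2% hematocrit, 0.1% parasitemia final) in RPMI 1640/0.5% Albumax were exposed to compound for 48 hours at 37 C, 5% CO2; growth read as luminescence.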
HCV inhibitor: qHTS Assay for Inhibitors of Hepatitis C Virus (HCV) | Huh7.5.1 HCVcc-Cre infection, luciferase reporter, 44 h | Potency, µM (highest dose often 41.8 µM), for the others: at the highest dose activity change, negative = inhibition, hits mostly inhibitors | 3.4% of 340,000 active | AID 651820, 2012
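Luciferase read-out (15 sec integration) after a 15 min room-temperature substrate step quantifies HCVcc-Cre infection. Cells, 1,000 per well, had compound added 4 h post-plating, then virus at ~0.5 moi, and were cultured 44 h.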
Tb PYK inh: qHTS of Trypanosoma Brucei Inhibitors; pyruvate kinase (Trypanosoma brucei), Q57TT1; TbPYK enzyme, Kinase-Glo Plus ATP luminescence, 45 min; Potency, µM (top dose mostly 76.8 µM), inactives show at the top dose activity, negative = inhibition, most hits filed as inhibitors; 0.12% of 410,000 active; AID 624173, 2012; also: nearly all actives have a fitted effect of over 50% in size
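TbPYK + substrate in 50 mM TEA pH 7.2, 100 mM KCl, 10 mM MgCl2, 0.05% BSA, 0.01% Tween-20; cpd pinned; ADP 130 uM final; 45 min RT; Kinase-Glo Plus 10 min; luminescence endpoint.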
Pf growth 96h: Primary qHTS for delayed death inhibitors of the malarial parasite plastid, 96 hour incubation; Potency, µM (series often up to 28.7 µM), without a hit: at the top dose activity change, negative = inhibition, actives largely listed as inhibitors; 6.9% of 320,000 active; P. falciparum luciferase reporter growth, 96 h
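Cell-based qHTS: luciferase-tagged P. falciparum in erythrocytes (2% hematocrit, 0.05% parasitemia final) incubated with compounds for 96 hours, 37 C, 5% CO2; luciferase detection reagent then added and luminescence measured.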
Active calls of the source: *; ? = inconclusive; . = no result given; & = joins results of further samples; [ ] = dose if it differs, or a comment. Calls follow the shape of the dose curve; as a rule, active = well fitted curve in the direction sought with a large enough effect; inconclusive = small, poorly fitted or top-dose-only effect, or another doubt; inactive = no such curve, though single readings can be large; an effect the other way counts as inactive or inconclusive. % is scaled to controls: 0 for no effect and ±100 for the full control effect; potency is read from the fitted curve at half-maximal effect.

Second line of a record: Sm TGR block | LmPK inh | Pf growth 48h | HCV inhibitor | Tb PYK inh | Pf growth 96h
> COc1cccc(C(=O)N2CCSC2=S)c1
→ 0.0% | 1.4% | 10.5% | ? | -2.8% | 4.1%
> CCn1c(CSc2nc(C)cc(C)n2)nnc1SCC(=O)Nc1ccccc1
→ 6.8% | 0.8% | ? | -15.6% | 0.8% | -23.6%
> O=C(CSc1nc2ccccc2[nH]1)Nc1ccc(F)cc1
→ 0.0% | 12.8% | . | -20.4% | 3.3% | -8.2%
> CCOCCCNC(=O)c1ccc2c(c1)OCO2
→ -4.2% | -3.4% | 91.1%[activator] | -0.9% | -1.5% | .
> CCSC(C)CC1C/C(=N/O)c2c(CC)noc2C1 (configuration not stated)
→ 2.5% | 4.4% | 14.7µM* | 4.8% | -0.2% | 7.5%
> CCn1cc(CNC(=O)CCc2nnc(CCC3CCCCC3)o2)cn1
→ 0.5%[57.1 µM] | -7.7% | -10.8% | 8.8% | 2.3% | 2.3%
> CCOC(=O)C1=C(CN2CCN(C(=O)c3ccco3)CC2)NC(=O)NC1c1ccc(C)cc1 (configuration not stated)
→ -34.8% | 7.3% | 13.1µM* | 18.2% | 2.7% | ?
> COc1ccc(C)cc1NC(=O)NC(C)c1ccncc1 (configuration not stated)
→ . | 0.1% | -10.5% | -24.0% | -14.2% | -26.1%
> CCOC(=O)CC(NC(=O)CCc1c(C)nc2nc(C)nn2c1C)c1ccc(OC(C)C)cc1 (configuration not stated)
→ 4.9% | 3.5% | -0.7% | -5.3% | -0.4% | 19.6%
> O=C(CSc1nnc(-c2cccnc2)n1Cc1ccccc1)N1CCOCC1
→ 0.0% | 7.3% | 17.8% | -28.8% | -1.1% | 1.85µM*

A second format for 4 compounds above:
CCOC(=O)C1=C(CN2CCN(C(=O)c3ccco3)CC2)NC(=O)NC1c1ccc(C)cc1 (configuration not stated)
  Sm TGR block = -34.8% | LmPK inh = 7.3% | Pf growth 48h = 13.1µM* | HCV inhibitor = 18.2% | Tb PYK inh = 2.7% | Pf growth 96h = ?

CCn1c(CSc2nc(C)cc(C)n2)nnc1SCC(=O)Nc1ccccc1
  Sm TGR block = 6.8% | LmPK inh = 0.8% | Pf growth 48h = ? | HCV inhibitor = -15.6% | Tb PYK inh = 0.8% | Pf growth 96h = -23.6%

COc1ccc(C)cc1NC(=O)NC(C)c1ccncc1 (configuration not stated)
  Sm TGR block = . | LmPK inh = 0.1% | Pf growth 48h = -10.5% | HCV inhibitor = -24.0% | Tb PYK inh = -14.2% | Pf growth 96h = -26.1%

O=C(CSc1nnc(-c2cccnc2)n1Cc1ccccc1)N1CCOCC1
  Sm TGR block = 0.0% | LmPK inh = 7.3% | Pf growth 48h = 17.8% | HCV inhibitor = -28.8% | Tb PYK inh = -1.1% | Pf growth 96h = 1.85µM*

Continuation:
Second line of a record: Sm TGR block | LmPK inh | Pf growth 48h | HCV inhibitor | Tb PYK inh | Pf growth 96h
> O=C(Cc1ccccc1)Nc1nnc(-c2cccc([N+](=O)[O-])c2)s1
→ -11.7% | 0.1% | 14.0% | 8.3% | -0.6% | ?
> O=C(c1ccc(Br)o1)N1N=C(c2ccc(Cl)cc2)CC1c1ccco1 (configuration not stated)
→ 44.7µM* | -4.1% | ? | ? | -2.4% | 9.28µM*
> Cc1ccccc1CNCc1ccc2c(c1)OCO2
→ -23.5% | -0.5% | 28.8% | -0.3% | 0.3% | 2.3%
> Nc1ccc(S(=O)(=O)N2CCC(Cc3ccccc3)CC2)cc1
→ 1.4% | -3.1% | . | 14.7% | 29.0% | 0.0%
> CC#CC(=O)N1CCC(CCC(=O)N(C)Cc2ccccc2)CC1
→ -14.7% | -0.5% | ? | -10.2% | -0.3% | 1.6%
> O=S1(=O)CC(O)C(Nc2ccccc2)C1 (configuration not stated)
→ 2.8% | -0.8% | -2.2% | 11.5% | -2.4% | 17.2%
> O=C(Cn1c(=O)oc2ccccc21)Nc1nc(-c2ccc(Br)cc2)cs1
→ -4.3% | 0.4% | 11.8% | 6.6% | -8.8% | -21.4%
> O=C(CSc1nncc2ccccc12)Nc1cccc(O)c1
→ 15.2% | -0.3% | ? | 0.2% | 0.0% | 5.0%
> FC(F)(F)c1ccc(NC2=NCCC2)cc1
→ -1.0% | 6.2% | 4.3% | -4.0% | -9.1% | ?
> O=C(O)c1cc(S(=O)(=O)N2CC3CC3C2C(=O)O)c(Cl)cc1Cl (configuration not stated)
→ -13.3% | 0.2% | -11.4% | 11.2% | 2.8% | 30.9%[activator]

New compounds follow:
Second line of a record: Sm TGR block | LmPK inh | Pf growth 48h | HCV inhibitor | Tb PYK inh | Pf growth 96h
> O=C(COc1ccccc1C(=O)NCc1ccccn1)Nc1ccc(Br)cc1
→ -7.3% | 1.7% | -3.3% | -23.7% | 1.7% | -5.5%
> COc1ccc2[nH]cc(CCN=C(N)N)c2c1
→ -13.3% | -6.4% | 5.0% | 19.3% | -3.2% | -10.3%
> CCn1c(CNc2ccccc2Cl)nnc1SCC(=O)NCc1ccccc1
→ 4.0% | -0.8% | -7.9% | -2.4% | 0.0% | 0.0%
> CC1(C)CC(=O)C(=C2SCCCS2)C(=O)C1
→ -2.2% | -0.4% | 4.4% | 11.6% | 0.3% | -0.4%
> O=C1[C@H]2[C@@H](c3ccc(F)cc3)N3C(=O)N(c4cccc(F)c4)C(=O)[C@@]3(Cc3ccccc3)[C@H]2C(=O)N1C1CCCCC1
→ 13.3% | . | ? | -4.8% | -0.7% | ?
> O=C1CCN(Cc2nc(-c3ccc(Cl)cc3)no2)CCN1
→ -23.7% | 5.2% | 19.8% | ? | 0.1% | 10.4µM*
> CCOC(=O)[C@H]1[C@H]2COc3ccccc3[C@@H]2N2C(=O)c3cc(OC)ccc3NC(=O)[C@@]12C
→ -0.2% | . | 5.22µM* | -2.6% | 2.4% | ?
> COc1ccc(OCc2nnc(SCC(N)=O)n2N)cc1
→ 2.5% | 0.8% | . | 12.6% | -0.3% | 0.4%
> CC(C)(C)NC(=O)CN(C(=O)C1CSC(=O)C1)c1ccc2c(c1)OCCO2 (configuration not stated)
→ 1.0% | -3.6% | 21.2% | 11.3% | -4.5% | 4.1%
> CC(C)(C)C(=O)NC(=S)Nc1ccc(Cl)c(C(=O)O)c1
→ -23.8% | 1.4% | 21.3%[5.75 µM] | 2.2% | -0.1% | -14.7%[5.75 µM]

Following part.
Second line of a record: Sm TGR block | LmPK inh | Pf growth 48h | HCV inhibitor | Tb PYK inh | Pf growth 96h
> CSc1ccccc1NC(=O)COC(=O)Cn1cc(C(F)(F)F)ccc1=O
→ -2.8% | . | -2.2% | 3.4% | 1.4% | 3.2%
> Cc1ccc(C)c(SCC(=O)NC(=O)Nc2ccc3c(c2)OCCO3)c1
→ -10.9% | 1.5% | 4.9% | -14.7% | -7.7% | 10.8%
> O=C(c1cccs1)N1CCN(S(=O)(=O)c2ccc(F)cc2)CC1
→ . | 1.1% | -3.4% | 0.2% | -4.0% | 0.465µM*
> COc1ccc(S(=O)(=O)N2CCOC2CNC(=O)C(=O)NCCc2ccc(OC)c(OC)c2)cc1C (configuration not stated)
→ -9.9% | 1.5% | -25.4% | 11.2µM* | -5.1% | ?
> CNC(=O)Nc1ccccc1C(=O)NCc1ccccc1
→ -2.4% | -10.1% | 30.7%[activator] | 8.7% | -7.1% | 45.9%[activator]
> CNS(=O)(=O)c1cccc(C(=O)Nc2cccc(Cl)c2)c1
→ -23.8% | 9.1% | . | -28.2% | -2.3% | 120.4%[activator]
> C/C(=N\NC(=O)c1c(C)nc2ccccn12)c1cccc([N+](=O)[O-])c1
→ 9.5% | -0.8% | 3.0% | -16.6% | -5.7% | -11.1%
> COc1ccc(C(c2nnnn2C2CCCCC2)N2CCN(C)CC2)c(OC)c1 (configuration not stated)
→ 9.5% | 2.3% | 4.8% | 9.1% | -1.3% | 14.2%
> CC(C)NS(=O)(=O)c1ccc(OCC(=O)N2CCN(Cc3ccccc3)CC2)c(Cl)c1
→ -24.3% | 3.4% | -27.4% | 2.4%&-13.9% | -8.8% | .
> O=C(Nc1ncnc2sc3c(c12)CCCCC3)c1ccc(F)cc1
→ 0.0% | 1.7% | . | ? | -4.1% | ?

(list continues)
Molecule,Sm TGR block,LmPK inh,Pf growth 48h,HCV inhibitor,Tb PYK inh,Pf growth 96h
CCN(CC)c1ccc(C2C3CCCCC3(O)CCN2CC(=O)N2CCCCC2)cc1 (configuration not stated),-3.6%,3.1%,?,11.3%,-14.9%,?
CCOc1ccc(-n2c(SCC(N)=O)nc3sc4c(c3c2=O)CCN(C)C4)cc1,-1.8%,1.3%,1.47µM*,12.5%,-2.6%,0.657µM*
CS(=O)(=O)N(CC(=O)O)c1ccc2c(c1)OCO2,1.7%,2.5%,0.1%,6.0%,0.4%,.
COc1ccc(Nc2nc(-c3cccs3)nc3ccccc23)c(OC)c1,-11.0%,-4.0%,-23.2%,11.2µM*,0.0%,?
COc1ccc(Cl)cc1NC(=O)C1Cc2ccccc2CN1S(C)(=O)=O (configuration not stated),2.0%,1.9%,-26.1%,-4.2%,-2.8%,-1.9%
CC(C)N(Cc1cc2ccccc2[nH]c1=O)C(=O)C(C)(C)C,14.5%[11.4 µM],7.4%,.,12.4%,-6.3%,?
O=C(CSc1nccn1-c1ccccc1)Nc1ccc2c(c1)OCO2,-1.8%,1.0%,18.3%,4.2%,-4.7%,48.8%[activator]
CCC(C)n1[nH]c(=O)c2c(C)cc(C)nc21 (configuration not stated),6.6%,4.1%,7.4%,-2.0%,2.5%,4.9%
Cc1c(OCC(=O)NCCCn2ccnc2)ccc2c3c(c(=O)oc12)CCC3,-10.1%,-0.7%,-10.8%,-7.8%,-1.0%,?
COc1ccc(C(=O)O)cc1S(=O)(=O)NC(C)(C)C,-3.4%,4.3%,19.5%,6.0%,-8.5%,44.9%[activator]
COc1ccc(OC)c(N(CC(=O)NC2CC2)S(=O)(=O)c2ccc(C)cc2)c1,-2.1%,1.3%,?,8.6%,-6.8%,-29.1%
Cc1ccc(-c2csc(Nc3ccccc3)[n+]2CCc2ccccc2)cc1,14.1%,-1.1%,11.7µM*,-29.2%,0.8%,2.08µM*
OCCN(Cc1ccccc1)CC(O)COc1ccc(-c2ccccc2)cc1 (configuration not stated),6.7%[57.1 µM],1.9%,?,-27.2%,5.6%,?
Cc1cc(C(=O)N/N=C/c2c(C)nn(-c3ccccc3)c2C)n[nH]1,24.7%,2.4%,-10.5%,-9.5%,-7.2%,?
CC(C)CCN(CC(=O)NC1CCCC1)C(=O)C(=O)Nc1ccc2c(c1)OCCO2,-14.3%,0.5%,?,8.9%,0.4%,46.0%[activator]
Cc1ccc2ccc3cccc4ccc1c2c34,-2.9%,.,22.7%,?,2.8%,50.9%[activator]
Cc1ccc(NC2=NCCCS2)c(C)c1C,2.8%,-2.8%,-4.4%,-6.8%,0.8%,-0.7%
Cc1nc(C(=O)NNC(=O)c2c(-c3c(Cl)cccc3Cl)noc2C)cs1,13.4%,1.3%,?,?,-3.8%,?
CCCCOc1ccc(C(=O)C(CN2CCOCC2)c2ccccc2)cc1 (configuration not stated),6.1%,-0.1%,?,?,-7.7%,?
COc1ccccc1-c1cc(C(=O)N2CCc3ccccc3C2)c2ccccc2n1,-3.0%,2.7%,?,.,.,?
COc1ccccc1-c1nc(C#N)c(N2CCN(Cc3ccccc3)CC2)o1,12.8%,0.3%,?,11.2µM*,2.7%,.
Oc1ccccc1-c1nc(/C=C/c2ccccc2)nn1-c1ccccc1,5.5%&-15.3%,-4.6%,?,-21.1%,6.6%&-9.3%,0.0%
